# PHOSPHO1 inh = blocks human PHOSPHO1 phosphatase activity; Q8TCT1; recombinant PHOSPHO1, absorbance phosphatase assay; inhibition, % at 13.3 µM; 1.1% of 290,000 active; AID 1565; in the data active = inhibition above about 60%
# Target sequence (Q8TCT1 whole entry, looked up): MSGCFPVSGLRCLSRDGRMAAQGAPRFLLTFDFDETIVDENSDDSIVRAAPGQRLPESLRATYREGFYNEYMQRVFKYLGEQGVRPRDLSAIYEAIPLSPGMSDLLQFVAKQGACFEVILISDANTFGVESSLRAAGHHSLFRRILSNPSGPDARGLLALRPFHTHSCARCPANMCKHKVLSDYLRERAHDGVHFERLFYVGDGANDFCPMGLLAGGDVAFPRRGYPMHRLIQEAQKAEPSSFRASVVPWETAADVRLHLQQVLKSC
# M18AAP inhibitor = PfM18AAP enzyme inhibition; recombinant PfM18AAP, H-Glu-NHMec fluorogenic cleavage; inhibition, % at 7.35 µM; 1.2% of 290,000 active; AID 1822;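 active = inhibition above the campaign mean inhibition over all tested compounds plus 3 SD, cut at about 28% in these data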;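 note: 0% = plate median of test compound wells and 100% = 2 mM ZnCl2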
# MEKK2mut PB1 HTS = signal of MEK5 binding to mutant human MEKK2 PB1 domain; AID 1530; percent response, % at 10 µM; 0.35% of 290,000 active; bead flow cytometry, Alexa488-MEK5 binding to MEKK2 mutant; in the data active = percent response above about 24%, passing the limit was not always enough; note: inactives centre near 1; some results filed as inactive read as strong as hits; reference of the scale not given here
# OXTR agonist = human OXTR agonism | P30559 | CHO-OTR cells, Fluo-8 calcium fluorescence; normalized: DMSO 0%, oxytocin 100% | activation, % at 3 µM | 0.32% of 320,000 active | AID 2435;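 active = activation above the mean of all tested compounds plus 3 SD, cutoff set per screening run, cut at about 20% in these data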;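 note: peak over basal fluorescence ratio from a 100 s FLIPR kinetic read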
# Target sequence (P30559 whole entry, looked up): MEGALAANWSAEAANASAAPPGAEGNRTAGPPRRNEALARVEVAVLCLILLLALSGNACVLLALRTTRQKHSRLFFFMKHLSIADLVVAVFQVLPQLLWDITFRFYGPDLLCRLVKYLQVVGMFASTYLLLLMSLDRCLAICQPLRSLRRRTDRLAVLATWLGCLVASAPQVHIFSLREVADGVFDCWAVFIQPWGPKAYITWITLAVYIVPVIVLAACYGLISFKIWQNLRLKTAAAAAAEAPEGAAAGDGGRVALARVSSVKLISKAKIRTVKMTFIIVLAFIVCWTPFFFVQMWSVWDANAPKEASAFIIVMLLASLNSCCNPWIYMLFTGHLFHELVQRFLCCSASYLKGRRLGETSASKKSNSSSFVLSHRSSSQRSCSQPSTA
# GPR7 antagonist = blocks human GPR7 receptor signaling. inhibition, % at 4.4 µM. 1.1% of 290,000 active. P48145. GPR7-expressing cells, fluorescence antagonist assay; in the data active = inhibition above about 16%, passing the limit was not always enough;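 note: cells stimulated with the agonist NPW; 0% = agonist with vehicle and 100% = vehicle without agonist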
# Target sequence (P48145 whole entry, looked up): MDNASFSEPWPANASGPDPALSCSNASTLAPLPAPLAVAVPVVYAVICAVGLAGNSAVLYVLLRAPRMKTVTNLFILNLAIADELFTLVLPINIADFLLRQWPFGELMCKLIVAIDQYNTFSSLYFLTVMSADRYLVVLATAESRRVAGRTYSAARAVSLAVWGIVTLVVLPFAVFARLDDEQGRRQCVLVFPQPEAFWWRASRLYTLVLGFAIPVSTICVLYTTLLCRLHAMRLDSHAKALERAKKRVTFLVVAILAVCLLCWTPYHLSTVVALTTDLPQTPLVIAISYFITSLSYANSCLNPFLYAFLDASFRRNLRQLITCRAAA
# MEKK3 PB1 HTS = modulators (inhibitors or enhancers) of MEK5 binding to human MEKK3 PB1 domain; Q99759; bead-based flow cytometry, Alexa488-MEK5 binding to MEKK3; actives lie on both sides; 0 = blocked by unlabeled MEK5, 100 = vehicle; binding response (% of control), % at 10 µM; 1.4% of 290,000 active;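 active = binding response more than 3 SD above or below the average of its plate-row segment, actives on both sides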;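 note: Alexa488 bead fluorescence after subtracting the streptavidin-only scavenger bead signal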
# MEKK2wt PB1 HTS = raises or lowers MEK5 binding to wildtype human MEKK2 PB1 domain; bead flow cytometry, Alexa488-MEK5 binding to MEKK2 WT; actives lie on both sides; binding response (% of control), % at 10 µM; 1.1% of 290,000 active; AID 1531; in the data active = binding response below about 67% or above about 130%
# NALP1 inh = NALP1 inhibition; 0.61% of 280,000 active; inhibition, % at 10 µM; S. cerevisiae NALP1/ASC/caspase-1 growth, X-gal OD620, 72 h; AID 2071; in the data active = inhibition mostly above about 24%, no sharp cut-off; inactive = mostly below about 32%; note: some compounds called inactive have numbers as strong as hits
# FID counter = counter-screen for HCV NS3 helicase inhibitors: DNA intercalator displacement | inhibition, % at 7.9 µM | 0.17% of 290,000 active | DNA fluorescent intercalator displacement, fluorescence; in the data active = inhibition above about 37%;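 note: 0% = vehicle and 100% = reference compound; higher means more ethidium bromide displaced from hairpin DNA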
# * hit, by the source's call; . = not tested or not shown.
# A first look:
SMILES,PHOSPHO1 inh,M18AAP inhibitor,MEKK2mut PB1 HTS,OXTR agonist,GPR7 antagonist,MEKK3 PB1 HTS,MEKK2wt PB1 HTS,NALP1 inh,FID counter
COc1ccc2c(c1)OC13CCN(C)CC1C2C(C(=O)c1ccc(F)cc1)C(=O)N3 (stereo unspecified),-9,1,-3,9.8,3,107,100,24,12
O=C(O)CCOc1ccc2c(c1)OCCO2,14,63*,0,-0.4,-7,104,103,0,2
Cn1c2c(c(=O)n(C)c1=O)C(C(F)(F)F)(C(F)(F)F)N=C(c1ccc(Cl)cc1)N2,-15,-3,0,14,5,99,101,6,-16
C=CCn1nc(-c2ccccc2)c(N2CCCCC2)cc1=O,46,0,-6,-2.7,5,107,93,20,-25
O=C(/C=C/c1ccnc2ccccc12)c1cccs1,35,13,-3,-1.1,-10,87,87,3,-7

# This part in full, from the start:
SMILES,PHOSPHO1 inh,M18AAP inhibitor,MEKK2mut PB1 HTS,OXTR agonist,GPR7 antagonist,MEKK3 PB1 HTS,MEKK2wt PB1 HTS,NALP1 inh,FID counter
COc1ccc2c(c1)OC13CCN(C)CC1C2C(C(=O)c1ccc(F)cc1)C(=O)N3 (stereo unspecified),-9,1,-3,9.8,3,107,100,24,12
O=C(O)CCOc1ccc2c(c1)OCCO2,14,63*,0,-0.4,-7,104,103,0,2
Cn1c2c(c(=O)n(C)c1=O)C(C(F)(F)F)(C(F)(F)F)N=C(c1ccc(Cl)cc1)N2,-15,-3,0,14,5,99,101,6,-16
C=CCn1nc(-c2ccccc2)c(N2CCCCC2)cc1=O,46,0,-6,-2.7,5,107,93,20,-25
O=C(/C=C/c1ccnc2ccccc12)c1cccs1,35,13,-3,-1.1,-10,87,87,3,-7
O=C(NC(=S)Nc1cccc(NC(=O)c2ccccc2Cl)c1)c1cccs1,6,-13,-1,0.9,14,100,98,34,10
CCOC(=O)c1c(CSc2ccccc2)n(C)c2cc(Br)c(OC)c(O)c12,.,-2,9,-0.3,-32,111,104,-28,-8
O=C(Nc1cc(S(=O)(=O)N2CCOCC2)ccc1N1CCOCC1)c1cc2c(s1)CCC2,24,-10,7,-1.7,-10,97,98,15,-15
c1cncc(Nc2nc(-c3cccs3)cs2)c1,2,30*,1,-0.6,0,96,101,12,-1
Cc1ccc2cccc(OCC(=O)NCc3ccco3)c2n1,14,-11,3,1.6,5,98,96,8,-5
CCCc1nc2nc(C)c(NS(=O)(=O)c3ccc(C(C)(C)C)cc3)c(=O)n2[nH]1,4,-1,-3,-0.4,12,100,98,10,-37
Cc1cccc(NC(=O)c2ccc(N3CCOCC3)c([N+](=O)[O-])c2)n1,43,-8,1,0.8,11,101,102,-4,-13
Cc1ccc(S(=O)(=O)N/N=C/c2ccccc2O)cc1[N+](=O)[O-],-8,5,-2,0.7,-9,109,103,4,1
CC(=O)N(C)c1ccc(NC(=S)Nc2ccc(C(C)C)cc2)cc1,8,3,0,0.2,-8,104,102,-16,-7
Cc1ccc(C(=O)O/N=C(\N)Cc2cccs2)cc1[N+](=O)[O-],20,-4,9,-0.8,-2,107,113,13,1
CCOc1ccccc1/C=C(/NC(=O)c1ccccc1)C(=O)NC(C)c1ccccc1 (stereo unspecified),-2,-8,-1,0.4,-8,100,98,37,-28
CNc1oc(-c2ccc(Cl)cc2)nc1P(=O)(c1ccccc1)c1ccccc1,30,3,1,-1.9,-8,104,100,19,-13
O=S(=O)(c1ccc2c(c1)C(=NO)c1cc(S(=O)(=O)N3CCCCC3)ccc1-2)N1CCCCC1,31,-6,-3,0.5,-3,95,88,-4,0
COc1ccc(NC(=O)NNC(=O)c2ccccc2-n2cccc2)cc1OC,23,-8,0,-1.4,-12,102,100,21,-9
COc1ccc(NC2CCCN(C(=O)CN3CCOC3=O)C2)cc1 (stereo unspecified),10,10,-3,-0.2,-20,95,96,3,-6
O=C(Nc1ccc(CSc2ccccc2)cc1)c1ccccc1,11,-3,-3,1.2,-3,101,105,1,-4
CC(C)=CCCC(C)CN1CCC(n2nccc2NC(=O)c2ccc3c(c2)OCO3)CC1 (stereo unspecified),-27,2,12,-0.8,11,100,118,17,29
O=C1NC(Cc2c[nH]c3ccccc23)C(=O)N1Cc1ccccc1 (stereo unspecified),48,1,-1,-0.6,-10,103,98,8,-4
COc1ccc(NC(=O)c2ccco2)c(NC(=O)Cc2cccs2)c1,0,4,2,0.0,-4,103,105,-7,0
CCC(=NCCc1c(C)[nH]c2ccc(OC(F)(F)F)cc12)C1=C(O)CC(c2ccccc2)CC1=O (stereo unspecified),4,2,0,1.5,-3,101,104,2,-6
# Later entries:
SMILES,PHOSPHO1 inh,M18AAP inhibitor,MEKK2mut PB1 HTS,OXTR agonist,GPR7 antagonist,MEKK3 PB1 HTS,MEKK2wt PB1 HTS,NALP1 inh,FID counter
COC(=O)COc1c(Cl)cc(C(c2c(C)[nH][nH]c2=O)c2c(C)[nH][nH]c2=O)cc1OC,38,34*,10,.,-3,108,105,20,-17
CCCCNC(=O)/C(=C/c1ccco1)NC(=O)c1ccco1,19,4,2,-0.1,-5,98,99,-6,-2
O=C1C(=O)N(CCN2CCOCC2)C(c2ccccn2)/C1=C(/O)c1ccc(Cl)cc1 (stereo unspecified),-1,8,5,1.3,8,102,108,7,-2
Oc1oc(-c2ccc(Br)cc2)nc1C=Nc1ccc(Br)cn1,-10,-8,-2,0.8,-9,95,100,5,1
CC(C)c1ccccc1NC(=O)C1CC(=O)N(C2CCCC2)C1 (stereo unspecified),.,-8,7,-1.1,-7,105,110,8,-13
Cn1c(C(=O)O)cnc1Sc1ncc(C(F)(F)F)cc1Cl,16,2,-12,-0.2,-4,93,93,15,-5
CCN(Cc1ccccc1)Cc1c(F)cccc1F,11,-4,-3,-1.7,8,92,94,2,5
O=C(NNc1nc2c(F)cccc2s1)C1COc2ccccc2O1 (stereo unspecified),21,1,0,0.7,2,103,104,7,-5
CCCn1c(SCC(=O)c2ccc(CC)cc2)n[nH]c1=O,82*,7,1,0.3,0,102,102,-17,-15
O=C(NCCN1CCOCC1)C1CCN(S(=O)(=O)N2CCCCC2)CC1,1,2,6,0.4,-10,103,106,2,1
CCCn1c(=O)[nH]c(=O)c2c1nc(-c1ccc(C(F)(F)F)cc1)n2CCOC,30,-2,-4,0.2,4,98,99,13,-22
CCCn1c(=S)[nH]c2ccc(C(F)(F)F)cc21,20,7,-21,0.6,-1,92,87,-3,-4
c1ccc(CCN2CN(CCCN3CCOCC3)c3nc4ccccc4n3C2)cc1,11,-6,6,0.2,-7,104,106,6,12
O=C(Nc1cccc(S(=O)(=O)N2CCCC2)c1)c1ccncc1,12,9,9,1.6,-16,102,104,10,-11
CN1CCN(c2cc(C(F)(F)F)nc3ccc(F)cc23)CC1,28,-2,-4,-0.6,-10,95,100,.,1
COc1ccc(CNC(=O)c2ccc(N3CCC4(CC3)CC(c3ccc(Cl)cc3)=NO4)c(N)c2)cc1,.,.,-4,2.7,.,89,93,.,.
O=C(Nc1nccs1)Oc1ccccc1,-2,0,2,0.8,4,99,98,7,1
CCOC(=O)c1c(NC(=O)/C=C/C(=O)O)sc(C)c1-c1ccc(F)cc1,9,7,-12,-0.1,3,83,83,-13,-43
COc1ccc(CCNC(=O)C2CCN(C(=O)c3ccc(C(C)(C)C)cc3)CC2)cc1,-6,2,14,1.8,-8,101,105,6,-50
CCCCc1ccc(NC(=O)N2CCNC(=O)C2CC(=O)Nc2ccsc2C(=O)OC)cc1 (stereo unspecified),51,1,-7,0.1,-14,93,97,.,-18
COCCSc1ccccc1C(=O)Nc1cc(C)on1,17,11,-5,0.2,6,90,95,-2,0
N=c1oc2ccccc2cc1-c1nc(-c2ccccc2)cs1,3,-1,-2,-0.2,0,99,88,24,-7
CN1C(=O)/C(=C/c2ccccc2OCc2cccc(F)c2)NC1=S,-8,-12,0,-2.0,8,103,95,30,3
CCCNC(=O)NC(=O)COC(=O)CNS(=O)(=O)/C=C/c1ccccc1,12,-2,-8,0.7,-14,100,93,7,-4
COc1ccc(/C=C/C(=O)Nc2ccccc2C(=O)O)cc1,23,-4,-2,0.4,-3,99,94,-1,-9
# Later entries.
SMILES,PHOSPHO1 inh,M18AAP inhibitor,MEKK2mut PB1 HTS,OXTR agonist,GPR7 antagonist,MEKK3 PB1 HTS,MEKK2wt PB1 HTS,NALP1 inh,FID counter
O=C(CSc1ncn(-c2ccccc2)n1)N1CCN(c2ccccc2)CC1,-8,5,-2,-1.6,-11,98,97,22,-3
CC(C(=O)NCCN1CCOCC1)c1ccc([N+](=O)[O-])cc1 (stereo unspecified),-4,3,-1,0.9,-6,102,99,22,-2
CCc1ccc(OCC(=O)Nc2ccc(N3CCN(C(=O)c4ccccc4)CC3)cc2)cc1,33,-5,-7,7.5,-8,97,94,7,-57
Cc1nc2sc3c(c2c(=O)[nH]1)CCCC3,36,-1,9,-0.7,-14,107,103,14,0
CCN1C(=O)/C(=C2\SC(N3CCCCC3)=NC2=O)c2ccccc21,-9,-17,1,-2.1,0,110,108,-5,1
Oc1c(Cl)cc(Cl)c2c1NCCC2,18,13,.,.,2,.,.,53*,2
CCOC(=O)c1ccc(N2C(=O)CC(N3CCC(O)(c4ccc(Br)cc4)CC3)C2=O)cc1 (stereo unspecified),20,-13,2,13,3,102,103,-9,-35
CCOc1ccc(S(=O)(=O)NCCC(=O)Nc2nnc(C)s2)cc1,37,-4,-7,-0.3,-1,102,103,10,-18
C=CCOc1cccc(/C=C\c2nc(O)c([N+](=O)[O-])c(=O)[nH]2)c1,15,-3,5,1.7,-2,104,104,28,-10
COc1cc(NC(=O)c2ccccc2)c(OC)cc1NC(=O)Cc1cccs1,26,-1,-14,-1.7,-8,87,86,7,-16
CCOc1ccc(OCCCCN2CCCC2)cc1,-18,8,1,0.2,25,99,103,16,7

# An excerpt of these results, with each value named.
Compound: Cc1nc2sc3c(c2c(=O)[nH]1)CCCC3
  PHOSPHO1 inh: 36	M18AAP inhibitor: -1	MEKK2mut PB1 HTS: 9	OXTR agonist: -0.7	GPR7 antagonist: -14	MEKK3 PB1 HTS: 107	MEKK2wt PB1 HTS: 103	NALP1 inh: 14	FID counter: 0
Compound: CCN1C(=O)/C(=C2\SC(N3CCCCC3)=NC2=O)c2ccccc21
  PHOSPHO1 inh: -9	M18AAP inhibitor: -17	MEKK2mut PB1 HTS: 1	OXTR agonist: -2.1	GPR7 antagonist: 0	MEKK3 PB1 HTS: 110	MEKK2wt PB1 HTS: 108	NALP1 inh: -5	FID counter: 1
Compound: Oc1c(Cl)cc(Cl)c2c1NCCC2
  PHOSPHO1 inh: 18	M18AAP inhibitor: 13	MEKK2mut PB1 HTS: .	OXTR agonist: .	GPR7 antagonist: 2	MEKK3 PB1 HTS: .	MEKK2wt PB1 HTS: .	NALP1 inh: 53*	FID counter: 2
Compound: CCOC(=O)c1ccc(N2C(=O)CC(N3CCC(O)(c4ccc(Br)cc4)CC3)C2=O)cc1 (stereo unspecified)
  PHOSPHO1 inh: 20	M18AAP inhibitor: -13	MEKK2mut PB1 HTS: 2	OXTR agonist: 13	GPR7 antagonist: 3	MEKK3 PB1 HTS: 102	MEKK2wt PB1 HTS: 103	NALP1 inh: -9	FID counter: -35

# Rows were taken by chance (roughly 6.2% active in at least one column).
